Screening data (PubChem BioAssay)
PfHsp90 set2 = growth inhibition of PfHsp90-expressing yeast, primary screen, antimalarial PfHsp90 inhibitor project, S. cerevisiae, BacTiter-Glo luminescence, single point, set 2; hit rate 0.32% among 310,000; AID 504621, 2011; inhibition, % at 9.4 µM; BacTiter-Glo ATP, 48 h; yeast lacking PDR1 and PDR3 efflux regulators;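 active = every replicate shows inhibition above about 80%, whatever the replicate mean, limit read from the data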;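 also: 0% = DMSO neutral controls and 100% = 20 µM radicicol positive controls; yeast relying on Plasmodium falciparum Hsp90 in place of its own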
PKA-R1A activ = activators of PKA-R1A holoenzyme, primary screen, biochemical, fluorescence polarization, Cy5-IP20, bovine R1A, mouse PKAc; cAMP-dependent protein kinase type I-alpha regulatory subunit (Bos taurus) + …; PKA-R1A dissociation; scaled: DMSO 0%, 113 µM cGMP 100%; activation, % at 11.4 µM; hit rate 0.083% among 340,000; AID 504707, 2011;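 active = percent activation above the mean of all tested compounds plus 3 SD, cut at about 19% in these data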;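 also: higher means more PKAc released from R1A so a rise in polarization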
OPRM1-OPRD1 ag = agonists of OPRM1-OPRD1 heterodimerization, primary screen, cell-based, luminescence; Mu-type opioid receptor (Homo sapiens) + Delta-type opioid receptor (Homo sapiens), …; cells; activation, % at 9.3 µM; hit rate 0.3% among 340,000; AID 504326, 2011; in the data active = activation above about 18%;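 also: 0% = vehicle-treated cells and 100% = reference agonist; values of inactives mirror those of a sister screen read the other way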
DSG3 Ab inh = inhibitors of pemphigus antibody binding to DSG3, primary screen, biochemical, bead-based, flow cytometry, scFv-GFP; binding (percent of control), % at 10 µM; Desmoglein-3 (Homo sapiens), P32926; DSG3-coupled beads, scFv-anti-DSG3-GFP binding; hits give low values; hit rate 0.48% among 310,000; AID 588358, 2011;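 active = binding more than 3 SD below its plate's average and above zero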;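 also: hits lower antibody fragment binding to DSG3; some compounds called inactive have numbers as strong as hits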
Target sequence (P32926 whole entry, looked up, the tested form may be a part): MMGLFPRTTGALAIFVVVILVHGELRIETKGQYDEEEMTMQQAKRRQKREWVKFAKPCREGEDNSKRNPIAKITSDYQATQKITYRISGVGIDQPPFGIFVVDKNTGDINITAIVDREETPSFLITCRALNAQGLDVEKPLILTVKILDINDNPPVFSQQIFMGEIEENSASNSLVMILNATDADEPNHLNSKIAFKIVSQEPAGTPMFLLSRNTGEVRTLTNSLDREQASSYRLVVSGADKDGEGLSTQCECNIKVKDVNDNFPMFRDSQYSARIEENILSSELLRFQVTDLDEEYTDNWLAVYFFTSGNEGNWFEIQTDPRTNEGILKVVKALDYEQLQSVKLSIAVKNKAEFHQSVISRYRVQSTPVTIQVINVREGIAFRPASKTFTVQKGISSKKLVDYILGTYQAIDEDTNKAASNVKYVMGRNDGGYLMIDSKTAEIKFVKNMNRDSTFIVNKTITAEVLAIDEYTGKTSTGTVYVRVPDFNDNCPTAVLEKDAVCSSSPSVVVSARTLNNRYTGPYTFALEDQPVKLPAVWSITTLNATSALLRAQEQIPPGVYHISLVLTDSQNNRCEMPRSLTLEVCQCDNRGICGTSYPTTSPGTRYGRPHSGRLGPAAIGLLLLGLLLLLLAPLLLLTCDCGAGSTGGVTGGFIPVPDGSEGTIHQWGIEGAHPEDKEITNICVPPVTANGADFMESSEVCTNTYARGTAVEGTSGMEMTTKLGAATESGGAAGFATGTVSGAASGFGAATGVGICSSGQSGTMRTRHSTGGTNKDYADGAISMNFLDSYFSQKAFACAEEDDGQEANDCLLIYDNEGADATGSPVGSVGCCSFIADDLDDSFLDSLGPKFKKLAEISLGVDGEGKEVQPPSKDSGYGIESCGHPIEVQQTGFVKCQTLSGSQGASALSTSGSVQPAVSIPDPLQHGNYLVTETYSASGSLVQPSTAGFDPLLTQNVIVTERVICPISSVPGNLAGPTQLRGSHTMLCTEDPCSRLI
MOR-DOR inv ag = inverse agonists of MOR-DOR heterodimerization, primary screen, cell-based, luminescence; Mu-type opioid receptor (Homo sapiens) + Delta-type opioid receptor (Homo sapiens), …; cell-based MOR-DOR heterodimer luminescence, inverse agonism; inhibition, % at 9.3 µM; hit rate 0.21% among 340,000; AID 504357, 2011; in the data active = inhibition above about 22%, passing the limit was not always enough;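 also: 0% = cells with DMSO and 100% = wells without cells with DMSO; values of inactives mirror those of a sister screen read the other way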
AddAB inh = growth inhibition of E. coli expressing H. pylori AddAB, primary screen, AddAB inhibitor project, absorbance; inhibition, % at 11.9 µM; hit rate 0.29% among 330,000; in the data active = inhibition above about 12%;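 also: 0% = vehicle wells of infected cells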
Tat export inh = E. coli Tat export inhibitors, primary screen, MC4100, TorA-mCherry reporter, fluorescence, single point | inhibition, % at 10 µM | hit rate 0.036% among 340,000 | AID 488895, 2010;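 active = mean replicate inhibition at least 50% and at least half of replicates individually reaching 50%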;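 also: exported cargo escapes ClpAP degradation while cytoplasmic cargo is degraded and loses fluorescence; 0% = median of neutral control wells and 100% = median of NaSCN control wells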
E coli growth = E. coli V3065 growth inhibition, primary screen, counter-screen for AddAB inhibitor project, absorbance, OD600 | inhibition, % at 11.9 µM | AID 449728, 2010 | 18 h | hit rate 0.27% among 330,000;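 active = inhibition above the campaign's mean inhibition across all tested compounds plus 3 SD, cut at about 9.9% in these data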;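 also: uninfected addAB+ strain grown without phage in ampicillin broth; 0% = DMSO wells and 100% = ciprofloxacin 0.95 µg/ml wells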
Arrestin-AP2 inh = inhibitors of beta-arrestin/AP2 binding, primary screen, biochemical, GPCR trafficking, flow cytometry; beta-arrestin 1 C-terminal peptide binding to AP2 beta2-adaptin appendage (human); FITC-arrestin peptide / GST-AP2 beads; AP2 beta2 appendage carries R879A mutation; inhibition, % at 10 µM; hit rate 0.31% among 340,000; AID 504490, 2011;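 active = inhibition above a set limit, near 3 SD of compounds lacking own fluorescence, cut at about 54% in these data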;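 also: plate controls were DMSO wells for no effect and 5 µM unlabelled arrestin peptide for full effect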
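System: GST-AP2 R879A glutathione beads. Medium: PBS with 0.05% Tween 20 and 0.1% BSA. Also added: FITC-arrestin peptide, 50 nM. Incubation: 12 min plus 1 h, RT. Measured by: high-throughput flow cytometry of beads, ex 488, em 535 nm. Evaluation: percent drop in bead-associated FITC signal.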
Mot1-301 SUMO = yeast Mot1-301 growth rescue at high temperature, primary screen, SUMOylation pathway inhibitor project, S. cerevisiae, ATP luminescence, 38.5C; growth rescue, % at 18.8 µM; S. cerevisiae Mot1-301 growth rescue; percent above DMSO median, 100 means doubled; hit rate 1% among 320,000;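 active = every valid replicate shows activation above 250% relative to neutral control wells; inactive = the rest, any valid replicate at or below 250%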;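 also: OY570 slx delta 5 strain wells were the positive control but not used for scaling; some compounds called inactive have numbers as strong as hits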
phage Ecoli inh = growth loss of phage-infected E. coli, primary screen, RecBCD inhibitor project, absorbance, with phage, HTS | inhibition, % at 11.9 µM | hit rate 0.26% among 360,000; in the data active = inhibition above about 11%
Starred values were filed as active, the others as inactive; . = not tested or not shown; + = active, no number.

Start of the listing, in advance:
SMILES	PfHsp90 set2	PKA-R1A activ	OPRM1-OPRD1 ag	DSG3 Ab inh	MOR-DOR inv ag	AddAB inh	Tat export inh	E coli growth	Arrestin-AP2 inh	Mot1-301 SUMO	phage Ecoli inh
Cc1ccccc1N1CCN(CC(=O)Nc2ccccc2C(=O)NC2CC2)CC1	-7	0	-2.2	.	9	-0.4	4	-0.2	9	0	1.9
CCCN(CCC)CC(O)COc1ccccc1C(=O)Nc1ccccc1 (centres undefined)	-14	-16	-1.9	.	9	-1.9	1	-1.3	11	6	1.0

The list itself (from the top)
SMILES	PfHsp90 set2	PKA-R1A activ	OPRM1-OPRD1 ag	DSG3 Ab inh	MOR-DOR inv ag	AddAB inh	Tat export inh	E coli growth	Arrestin-AP2 inh	Mot1-301 SUMO	phage Ecoli inh
Cc1ccccc1N1CCN(CC(=O)Nc2ccccc2C(=O)NC2CC2)CC1	-7	0	-2.2	.	9	-0.4	4	-0.2	9	0	1.9
CCCN(CCC)CC(O)COc1ccccc1C(=O)Nc1ccccc1 (centres undefined)	-14	-16	-1.9	.	9	-1.9	1	-1.3	11	6	1.0
CN(Cc1ccccc1)c1nc2c(c(=O)[nH]c(=O)n2C)n1Cc1ccccc1F	-21	-5	-2.2	108	11	3.3	2	-1.2	-2	5	-1.3
COC(=O)[C@H](CCSC)NS(=O)(=O)c1ccccc1Br	-31	-8	-1.9	113	12	4.5	0	4.6	-4	-2	1.7
O=C(NCc1cccs1)C1CCN(c2nccs2)CC1	-5	2	0.2	102	-1	-0.2	3	-2.3	1	12	0.8
O=C(CSCc1ccc(Cl)cc1)NCc1ccc2c(c1)OCO2	-11	3	-1.1	88	6	-0.7	1	0.7	-3	28	2.9
Nn1cnnc1SCC(=O)Nc1ccc2c(c1)OCCO2	-14	-13	-2.2	101	13	0.4	5	0.5	37	8	-0.5
CCOC(=O)c1sc(=S)n(CC)c1NC(=O)C1CC1	-8	-10	-3.5	.	15	4.2	1	0.5	6	-27	1.0
Cc1nn(CC(=O)Nc2ccc3c(c2)nc2n3CCOC2)c(=O)c2ccccc12	29	6	1.1	103	-6	-0.3	-1	-0.1	-1	61	2.1
O=C(Cn1cnc([N+](=O)[O-])c1)Nc1ccc(F)c(Cl)c1	-12	-2	-3.4	94	16	.	-9	.	31	.	2.3
O=C(c1ccc(Cl)cc1)N1CCN(CCOc2ccccc2)CC1	33	-5	-3.0	.	14	-0.1	5	-0.6	-17	172	1.8
Cc1ccnc2nc(C(=O)OCC(=O)NC3CCCC(C)C3C)nn12 (centres undefined)	11	-8	-0.1	100	0	0.1	8	-0.5	19	-3	0.4
COc1ccc(COc2ncnc3ccc(Br)cc23)cc1F	-4	0	1.7	.	-11	2.0	-8	0.2	6	7	3.4
Cc1ccc(CN=c2c([N+](=O)[O-])nn(-c3ccc(Cl)cc3)n2O)cc1	-50	-10	3.5	93	-18	0.2	-6	1.4	-1	-7	1.6
O=C(COc1ncnc2ccccc12)NCc1ccco1	9	-6	0.0	96	0	1.5	-3	0.7	9	-37	4.0
O=C(CN1C(=O)CCSc2ccc(S(=O)(=O)N3CCCC3)cc21)NCc1ccccc1Cl	-28	6	-1.2	.	6	3.0	-8	-1.8	-12	-7	3.0
COc1cccc(-c2nc3ccccc3s2)c1O	-25	6	-2.7	100	14	2.4	-1	-4.8	-15	13	0.5
COc1cc(/C=C(\NC(=O)c2ccccc2)C(=O)N2CC3CC(C2)c2cccc(=O)n2C3)cc(OC)c1OC (centres undefined)	18	-13	-0.2	98	1	-0.8	27	1.6	10	+	2.5
Cc1cc(Cl)c2ccccc2n1	0	-9	-0.9	94	5	0.8	-2	3.4	-3	13	4.0
CCOC(=O)N1CCN(C(=O)/C=C/c2ccc(OC)cc2)CC1	5	-2	-2.2	100	11	1.0	2	0.2	3	11	4.9
CCOc1cc(C2C(C(=O)OC)=CN(C3CCCC3)C=C2C(=O)OC)cc(Br)c1O	-2	2	2.2	97	-13	2.3	-12	-0.6	-1	71	3.2
CCOc1cccc(/C=N/NC(=S)Nc2cc(S(=O)(=O)N3CCOCC3)ccc2N2CCOCC2)c1O	8	-15	-4.0	93	20	7.1	-5	6.6	6	192	2.5
COc1ccc(C(=O)C(C)Sc2nnc(C3CC3)n2C2CC2)cc1 (centres undefined)	-7	-8	-3.9	100	15	-0.1	-2	-0.9	40	1	3.9
O=C(COC(=O)c1cccc(S(=O)(=O)N2CCc3ccccc32)c1)NC1CCS(=O)(=O)C1 (centres undefined)	-7	5	-1.9	106	11	-1.9	18	0.2	-13	131	2.8
Cc1c(/C=C2\NC(=O)NC2=O)c2ccccc2n1C	-12	0	-2.3	127	11	0.7	-4	4.9	2	-7	2.9
Cc1csc(CNc2ncnc3ccc(-c4cccc(Cl)c4)cc23)c1	122*	-2	6.4	103	-35	6.1	2	3.2	-4	116	1.3
CNc1ccc(S(=O)(=O)NCC(=O)OCC(=O)Nc2cccc(Cl)c2Cl)cc1[N+](=O)[O-]	-12	7	-3.3	105	15	3.2	-5	-1.0	24	63	2.6
COC(=O)c1ccc(Cn2c(C)cc(C)[n+]2C)o1	15	6	-2.3	.	12	-1.4	-2	-2.6	-7	18	2.7
COc1ccc(C2NC(=O)CCC2[N+](=O)[O-])c(OC)c1OC (centres undefined)	23	10	-2.6	119	13	-1.1	-3	-1.5	-12	-1	-0.7
CCOC(=O)C1=C(C)OC(N)=C(C#N)C1c1cc2c(cc1Br)OCO2 (centres undefined)	-7	-6	-0.1	104	1	0.1	10	-2.0	2	100	2.8
Cc1ccc2nc(-c3ccc(-c4cccc(Cl)c4)cc3)c(NCc3ccccc3)n2c1	5	-18	2.7	104	-15	0.9	-12	0.7	8	-18	1.5
Cc1c(C(=O)Nc2ccncc2)sc2nc(-c3ccccc3)cn12	0	-14	0.8	84	-5	2.0	10	0.1	-1	4	5.6
NC1=NC2(CCCCC2)N=C(Nc2ccc(F)cc2F)N1	-5	-2	-2.0	103	10	1.3	5	-2.7	-2	.	0.1
CC(C)n1cnc2c(Nc3cccc(F)c3)nc(NCCO)nc21	-3	-7	2.1	104	-11	2.8	-2	-1.4	-6	303	3.0
COc1cc2cnc(-c3ccsc3)cc2cc1OC	4	-12	-3.0	100	18	1.1	-2	-1.3	-4	83	1.4
CCOc1ccccc1N1CC(C(=O)N2CCc3ccccc32)CC1=O (centres undefined)	13	-1	-2.1	103	12	1.8	0	-2.3	-21	-8	1.1
Cc1cccn2c(=O)nc(SCC(=O)N3CC(C)OC(C)C3)nc12 (centres undefined)	.	2	-1.5	99	10	0.4	0	3.3	-8	-13	1.8
Cc1cc(NC(=O)c2noc3c2CCCC3)nn1Cc1ccc(Cl)cc1	6	6	0.3	100	-2	1.4	-2	0.6	22	9	1.9
Cc1ccc(N(CC(=O)NC2CCCCC2C)S(=O)(=O)c2c(C)nn(C)c2C)cc1 (centres undefined)	11	5	-1.5	97	8	2.2	-2	-0.6	-12	-4	2.5
Cc1ccc(OCC(=O)Nc2ccc(C)c(S(=O)(=O)N3CCCCCC3)c2)c([N+](=O)[O-])n1	-11	3	0.1	98	0	1.5	1	-1.6	-16	8	-0.2
CSc1nnc(C)c(=O)n1COC(=O)COc1ccccc1C	4	-9	-2.1	98	11	6.9	2	2.8	34	-29	1.0
Cc1nc([N+](=O)[O-])c(Br)n1CC(=O)c1ccc(F)cc1	-10	-16	-3.0	101	16	.	2	.	-4	.	0.7
NS(=O)(=O)c1ccc(CCNC(=O)c2cc([N+](=O)[O-])ccc2N2CCOCC2)cc1	-4	5	-3.0	.	12	-0.3	1	-2.6	31	6	1.4
C[C@H]1CN(Cc2ccccc2)C(=O)[C@@H]1CC(=O)NCc1ccccc1	27	0	-0.3	108	2	3.8	10	-0.2	-6	1	5.1
CCCCn1c(C2CCCCC2)nc2cc3[nH]c(=O)c(C(C)C)nc3cc21	-9	14	12	105	-56	-3.0	16	-0.9	11	9	0.1
CCOC(=O)C(C(=O)OCC)C1CS(=O)(=O)CC1C(C(=O)OCC)C(=O)OCC (centres undefined)	1	1	-1.6	103	8	-0.1	7	-0.8	11	-17	1.6
CCOC(=O)N1CCC(NC(=O)C2CCN(C(=O)N3CCOc4ccccc43)CC2)CC1	15	4	0.5	108	-3	2.9	-3	-3.3	16	-15	-0.2
CC(=O)c1cc(C#N)c(N2CCCCC2)nc1C	-23	5	-1.6	99	8	-2.1	-1	2.6	50	-2	3.4
O=C(O)c1ccccc1C(=O)c1cccc2ccccc12	-18	-2	-2.7	110	13	-2.4	-4	-0.1	7	38	4.2
Cc1ccccc1NS(=O)(=O)c1ccc(C(=O)N2CCN(c3ccccc3O)CC2)cc1	-20	4	5.0	101	-16	-0.8	6	-0.2	26	-3	0.9
Cc1noc(C)c1COc1ccc(C(=O)OCC(=O)c2ccc3c(c2)OCCO3)cc1	-19	-4	-0.3	92	1	0.7	1	0.0	0	-7	1.6
Clc1ccc2[nH]c3c(NCCN4CCOCC4)ncnc3c2c1	-22	-5	-2.2	.	11	-0.1	3	-0.3	-2	2	5.4
CCCCCCC1CCC(C(=O)N2CCOCC2)CC1 (centres undefined)	-5	-6	-0.9	102	5	1.2	16	2.3	29	.	1.4
Fc1ccc(-c2nc(-c3cccs3)no2)cc1	-42	1	2.5	100	-13	-1.0	-6	-1.0	30	-4	-0.1
COc1ccc(-c2nn3c(-c4ccccn4)nnc3s2)cc1OC	.	3	0.5	103	-2	2.3	-10	3.3	5	-9	1.4
C1CN(CC23CC4CC(CC(C4)C2)C3)CCO1	-1	-4	-2.0	98	10	-2.9	6	-0.9	16	344*	1.0
CCCSc1ncccc1C(=O)O	13	-9	-1.7	108	9	2.4	2	-1.6	-20	313	1.1
Cc1ccc(N2C(=O)CC(N3CCN(S(=O)(=O)c4ccccc4)CC3)C2=O)c(C)c1 (centres undefined)	17	-5	-1.5	.	8	1.4	2	2.4	-7	6	1.1
CC1(C)NC(=O)N(CC(=O)N2CCN(c3cccc(C(F)(F)F)c3)CC2)C1=O	.	5	-2.0	102	11	-1.2	3	-0.7	10	484	4.1
